HTR5A ag ctr = HTR5A agonism, opioid heterodimer counter-screen. P47898. AID 504692. activation, % at 9.3 µM. 340,000 compounds, 0.61% hits. HTR5A agonist assay, luminescence, cell-based; in the data active = activation mostly above about 9.5%, no sharp cut-off; inactive = mostly below about 7.6%;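 also: 0% = cells with vehicle only and 100% = reference agonist; strong numbers were not always called active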
Target sequence (P47898 whole entry, looked up): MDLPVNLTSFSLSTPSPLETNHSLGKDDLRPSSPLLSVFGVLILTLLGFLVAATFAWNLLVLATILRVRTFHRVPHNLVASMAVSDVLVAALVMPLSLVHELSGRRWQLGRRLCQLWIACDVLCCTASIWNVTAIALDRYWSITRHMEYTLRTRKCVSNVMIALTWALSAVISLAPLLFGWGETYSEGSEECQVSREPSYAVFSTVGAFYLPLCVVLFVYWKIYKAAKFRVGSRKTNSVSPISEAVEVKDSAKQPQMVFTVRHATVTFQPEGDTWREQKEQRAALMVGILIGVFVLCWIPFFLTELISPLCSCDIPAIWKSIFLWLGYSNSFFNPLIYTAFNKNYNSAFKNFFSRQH
V-ATPase pH = alters yeast V-ATPase proton transport; S. cerevisiae, pHLuorin cytosolic pH fluorescence; 350,000 compounds, 0.37% hits; response, % at 10 µM; AID 504577; in the data active = response mostly above about 7.3%, no sharp cut-off; inactive = mostly below about 5.4%; also: actives read high; inactives centre near 0; some compounds called inactive have numbers as strong as hits; reference of the scale not given here
PvdQ inh = blocks Pseudomonas aeruginosa PvdQ acylase activity; purified PvdQ acylase, fluorescence plate reader; inhibition, % at 10 µM; 340,000 compounds, 0.063% hits; in the data active = inhibition above about 30%, passing the limit was not always enough;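 also: 0% = vehicle neutral wells and 100% = reference inhibitor wells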
Wnt act = Wnt/beta-catenin pathway activation. 300,000 compounds, 1.2% hits. activation, % at 9.35 µM. Wnt/beta-catenin reporter cell assay, activator, plate reader; in the data active = activation above about 30%, passing the limit was not always enough;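 also: 0% = neutral control wells and 100% = positive control wells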
dFosB activator = enhances mouse delta FosB homodimer DNA binding. P13346. purified delta FosB, TAMRA-CDK5 oligo fluorescence polarization; percent of positive-control signal above neutral wells. activation, % at 25 µM. 340,000 compounds, 0.99% hits. AID 493131;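 active = mean activation above about 17%, with every replicate also reaching it, limit read from the data, passing the limit was not always enough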;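 also: fluorescence polarization rise as delta FosB binds a TAMRA Cdk5 AP-1 oligo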
SR-BI HDL uptake = inhibitors of mouse SR-BI mediated HDL lipid uptake. ldlA[mSR-BI] CHO cells, DiI-HDL uptake fluorescence, 3 h. inhibition, % at 12.5 µM. 320,000 compounds, 0.96% hits. AID 488896;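 active = mean replicate inhibition of at least 70% and a set share of replicates each scoring 70 or more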;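 also: 0% = median of neutral control wells and 100% = median of positive control wells; values of inactives mirror those of a sister screen read the other way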
CDK5 p35 inh = blocks human CDK5/p35 kinase activity. Q00535+Q15078. Recombinant CDK5/p35, ADP-Glo luminescence, 60 min. inhibition, % at 10 µM. 330,000 compounds, 0.01% hits. AID 488839;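 active = highest replicate inhibition of at least 50% and at least 75% of replicates reaching 50%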;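 also: plate controls were DMSO neutral control for no effect and GW8510 at 10 µM for full effect; many of its hits are not listed in these tables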
Target sequence (Q00535 whole entry, looked up): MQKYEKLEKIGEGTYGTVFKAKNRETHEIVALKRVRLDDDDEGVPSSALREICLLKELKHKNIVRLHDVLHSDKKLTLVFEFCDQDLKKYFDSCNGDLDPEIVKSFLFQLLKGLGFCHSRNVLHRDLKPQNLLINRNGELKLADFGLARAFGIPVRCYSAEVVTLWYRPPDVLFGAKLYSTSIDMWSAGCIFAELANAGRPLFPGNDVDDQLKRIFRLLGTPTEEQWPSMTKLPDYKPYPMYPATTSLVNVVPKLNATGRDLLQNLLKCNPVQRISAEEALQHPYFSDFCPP
Target sequence (Q15078 whole entry, looked up): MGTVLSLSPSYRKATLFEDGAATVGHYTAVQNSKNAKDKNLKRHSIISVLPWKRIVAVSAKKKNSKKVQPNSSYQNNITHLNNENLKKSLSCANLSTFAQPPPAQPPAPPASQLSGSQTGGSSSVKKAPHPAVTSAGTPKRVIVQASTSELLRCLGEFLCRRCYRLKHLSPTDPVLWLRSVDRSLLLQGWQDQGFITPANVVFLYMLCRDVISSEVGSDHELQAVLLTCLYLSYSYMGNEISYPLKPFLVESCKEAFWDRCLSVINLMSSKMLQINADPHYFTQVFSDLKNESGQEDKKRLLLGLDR
HTR5A inv ctr = HTR5A inverse agonism, opioid heterodimer counter-screen | HTR5A cell line, luminescence | inhibition, % at 9.3 µM | 340,000 compounds, 0.083% hits | AID 504634; in the data active = inhibition mostly above about 23%, no sharp cut-off; inactive = mostly below about 18%;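 also: 0% = cells with DMSO and 100% = no-cell wells with DMSO; some compounds called inactive have numbers as strong as hits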
MITF TRPM1 HTS = activators of MITF-driven TRPM1 promoter activity in SK-MEL-5 cells; SK-MEL-5 TRPM1-promoter luciferase, 24 h; % of positive control, neutral wells = 0; activation, % at 12.5 µM; 300,000 compounds, 0.75% hits;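 active = mean activation of at least 80% with every replicate also reaching 80%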;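 also: 0% = neutral control wells and 100% = parthenolide positive control wells; values of inactives mirror those of a sister screen read the other way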
NSD2 HMT inh = inhibitors of human histone methyltransferase NSD2; O96028; NSD2 peptide methylation, AlphaScreen, 120 min; inhibition, % at 12.5 µM; 310,000 compounds, 0.54% hits; in the data active = inhibition above about 50%
Numbers without * were called inactive; · = no result given.

SMILES	HTR5A ag ctr	V-ATPase pH	PvdQ inh	Wnt act	dFosB activator	SR-BI HDL uptake	CDK5 p35 inh	HTR5A inv ctr	MITF TRPM1 HTS	NSD2 HMT inh
S=C(NCCc1ccccc1)N1CCN(C23CC4CC(CC(C4)C2)C3)CC1	-2.8	0.7	11.6	2.1	3.4	45.2	1.6	7.1	-2.5	-6.3
CCCOc1ccc(N2C(=O)CC(SC(=NC)Nc3ccc(F)cc3)C2=O)cc1 (stereo not drawn)	1.9	5.2	1.7	·	2.8	17.5	-2.5	-6.3	-3.3	1.5
COCCSc1nnc(NC(=O)c2cc(C(=O)OC)cc([N+](=O)[O-])c2)s1	1.1	-1.4	0.4	-0.2	-1.3	-1.7	-2.8	-3.1	-3.2	1.7
CC12CC3CC(C)(C1)CC(C(=O)N1CCN(C(=O)C4CCCO4)CC1)(C3)C2 (stereo not drawn)	-2.7	-2.2	-4.0	2.6	-4.0	0.7	2.0	2.5	12.0	0.2
Cn1c2ccccc2c(=O)c2cc(C#CC3=CCCCC3)ccc21	0.2	6.2	-21.5	-8.8	2.3	1.1	3.4	-12.2	-16.7	·
Cc1ccc(S(=O)(=O)N[C@H](C(=O)OCC(=O)NC(=O)c2cccn2C)C(C)C)cc1	1.9	-3.7	10.2	-3.8	-11.6	5.6	-0.1	-7.9	-2.5	0.0
Cc1ccc(S(=O)(=O)N(C)CCCC(=O)Nc2cccc3ccccc23)cc1	2.6	-0.3	-15.3	1.9	-11.0	30.1	1.1	-6.5	-14.1	-0.7
CCCCCCCN1C(N(C)C)=NC[C@@H]1Cc1ccccc1	-2.8	-4.2	-1.3	-1.5	0.4	2.8	-0.3	7.1	-1.9	·
CCc1cc(C(=O)N2CCCC(C(=O)c3ccc(C(F)(F)F)cc3)C2)n(C)n1 (stereo not drawn)	0.8	2.0	-11.0	0.6	-1.0	0.5	-0.2	3.3	1.5	-4.4
Cc1ccc(-n2ccc(=O)c(C(=O)O)n2)cc1	3.8	-2.6	-11.8	·	-10.3	-0.9	-1.2	5.5	-4.5	-3.4
COc1ccc([C@H]2C=C(C(=O)O)O[C@@H](OCCCCO)C2)cc1	6.5	-2.0	10.8	-0.2	0.1	1.7	1.2	-16.6	0.8	·
CC12CCCC(C(C#N)C(N)=O)(C1)NC(=O)C2C#N (stereo not drawn)	-3.3	-3.0	7.2	-3.3	1.5	-2.7	11.6	12.8	-3.8	26.6
CCCCc1[nH]nc2c1C1(C(=O)N(CC)c3ccccc31)C(C#N)=C(N)O2 (stereo not drawn)	4.0	-0.4	5.1	·	1.1	-19.1	1.6	-14.6	-9.4	0.2
O=C(O)C1CC1(c1ccccc1)c1ccccc1 (stereo not drawn)	-3.9	-2.6	-2.6	-2.4	-2.0	-18.9	-3.2	14.8	·	-1.0
COc1ccc(-n2nc(C(=O)NCC(=O)N3CCN(Cc4ccccc4)CC3)c3ccccc3c2=O)c(OC)c1	0.8	-0.2	1.6	0.3	-15.2	·	-0.6	-2.1	-4.3	4.6
Nn1c(SCC(=O)Nc2nccs2)nnc1-c1ccccn1	-1.3	-0.4	-6.2	-3.7	3.9	-2.6	-0.6	-12.3	-3.5	0.3
CCNCc1cc(Cl)cc(OC)c1OC(C)C	7.6	-1.5	-12.7	·	6.0	-16.3	·	1.0	2.4	10.6
O=C(NCCCN1CCOCC1)C1CC(=O)N(c2ccccc2)C1 (stereo not drawn)	-1.3	-2.0	-4.4	-2.6	-8.8	·	-0.2	2.2	7.0	-2.5
O=C(CCCSc1nc2ccccc2[nH]1)Nc1nnc(-c2ccccc2)o1	1.4	-0.8	-6.9	·	-9.7	2.9	-12.5	-3.4	-9.9	0.3
C/C(=N\N=C\c1ccc(N(C)C)cc1)c1cccc([N+](=O)[O-])c1	1.7	0.6	0.4	-0.4	5.3	-4.1	-0.5	-6.2	37.6	10.4
COc1ccc(C(=O)Nc2cc(-c3ccc(C)cc3)no2)cc1	-3.5	-4.0	12.9	1.8	-14.0	·	0.3	13.2	23.3	-1.0
CC(C)c1cccc(C(C)C)c1NC(=O)c1ccccc1	1.9	3.8	-15.7	6.3	5.5	2.5	1.6	-5.1	15.4	-1.9
Cc1ccc2oc(=O)n(CCC(=O)Nc3ccc(N4CCOCC4)cc3)c2c1	-1.2	-0.1	3.3	6.1	-9.8	5.0	-0.1	2.8	6.9	0.4
Cc1nc(C(F)(F)F)c(C(=O)NC(=O)Nc2ccccc2)s1	-1.9	-3.9	7.7	-3.1	1.8	19.6	3.9	5.0	0.9	-2.0
COc1ccc(S(=O)(=O)N(CC(=O)NC2CCCCC2)c2ccc(F)cc2)cc1	5.2	-3.5	1.0	-3.2	3.5	1.3	-0.8	7.7	3.2	5.3
SMILES	HTR5A ag ctr	V-ATPase pH	PvdQ inh	Wnt act	dFosB activator	SR-BI HDL uptake	CDK5 p35 inh	HTR5A inv ctr	MITF TRPM1 HTS	NSD2 HMT inh
Cc1ccsc1C(=O)OCC(=O)Nc1cccc(S(=O)(=O)NC2=NCCCCC2)c1	3.6	-0.6	-5.2	-0.9	-15.8	9.6	-3.0	-10.1	12.7	-0.2
O=C1c2ccccc2NC(c2ccc(Cl)cc2Cl)N1O (stereo not drawn)	-2.9	5.5	-8.2	·	-0.7	1.3	1.1	3.6	-2.5	-1.3
CCOc1ccc(OC(=O)C(CCS(C)(=O)=O)N2C(=O)c3ccccc3C2=O)cc1 (stereo not drawn)	-2.4	-1.1	-0.8	·	-11.2	-46.8	0.2	6.5	·	1.0
CC(C)(C)NC(=O)C(c1ccccn1)N(C(=O)c1csnn1)C1CCCCC1 (stereo not drawn)	7.1	4.3	0.7	0.1	-2.8	-12.9	-0.3	-19.0	43.8	-0.6
O=C(CN1CCN(Cc2ccccc2)CC1)NCC1COc2ccccc2O1 (stereo not drawn)	-0.1	-3.5	-3.4	0.3	-11.6	-12.3	-4.0	0.2	2.5	4.7
O=C(NCCC1CCCCN1S(=O)(=O)c1ccc(F)cc1)C(=O)Nc1ccccc1 (stereo not drawn)	-4.5	-1.8	6.6	-0.7	3.7	17.6	-1.5	11.2	-16.0	-0.5
CCS(=O)(=O)Nc1ccc(C(=O)c2ccccc2)cc1	0.6	-1.0	14.5	-2.9	1.4	9.2	1.8	-25.6	-3.6	-4.0
Cc1occc1C(=O)NNC(=S)NCc1ccc(Cl)cc1	3.0	0.2	-9.2	-0.9	-2.7	-20.4	-1.1	-43.3	-2.7	-0.5
Cc1nnc(NC(=O)c2c(-c3ccccc3Cl)noc2C)s1	4.1	-0.4	-2.8	-1.8	-4.2	-14.7	1.3	-10.6	-7.8	-1.3
CCOC(Cn1c(SCc2cc(C(C)=O)ccc2OC)nc2ccccc2c1=O)OCC	2.4	-0.9	-18.0	-2.8	5.2	-46.1	0.0	-1.2	3.9	-3.7
COc1ccc(CC(=O)N/N=C\c2cc(Br)c(O)c(Br)c2)cc1	-1.7	-7.5	-16.5	-2.0	-17.0	-6.1	2.4	6.1	·	3.3
O=C(O)CSc1nnc(Cc2ccccc2)n1Cc1ccccc1	4.1	0.7	-11.6	3.4	0.9	-24.9	-0.2	-12.7	-6.5	1.1
CCCNc1c(NS(=O)(=O)c2cccc(C#N)c2)c(=O)oc2ccccc12	-2.9	2.8	-9.2	-0.1	-3.5	-44.6	0.7	-19.2	-2.9	-4.6
C[N+](C)(C)CC(=O)N1CCN(c2ccc3ccccc3n2)CC1	-3.3	0.0	-6.3	2.3	1.5	·	-0.4	12.3	8.7	-0.3
O=C(NC(Cc1ccccc1)C(=O)O)/C(=C/c1ccco1)NC(=O)c1cccc([N+](=O)[O-])c1 (stereo not drawn)	-0.8	3.3	-11.8	2.4	-1.7	8.3	-1.0	-9.1	-4.4	4.0
O=c1[nH]c(/C=C/c2ccccc2)c([N+](=O)[O-])c(=O)[nH]1	-1.9	0.6	-11.2	-0.4	-0.2	·	0.4	7.1	-8.5	1.5
FC(F)(F)c1cccc(-c2ccn3ncnc3n2)c1	7.3	2.0	-12.3	-0.5	0.2	0.9	0.6	0.6	2.9	2.8
N#CC1=C(N)Oc2cc(N)ccc2C1c1ccccc1F (stereo not drawn)	0.8	-2.3	-12.8	2.1	-3.3	-10.7	0.6	-3.0	-7.1	-2.1
O=C(CNC(=O)c1ccccc1)N/N=C/c1ccc([N+](=O)[O-])o1	6.3	-2.8	-12.1	-2.4	-8.0	15.6	0.9	13.6	-46.7	·
COc1ccc(N(CC(=O)N2CCN(c3ccccc3F)CC2)S(=O)(=O)c2c(C)noc2C)cc1	-1.1	2.8	-14.8	1.3	2.0	-11.7	·	-1.7	2.8	7.4
COC(=O)c1ccccc1NC(=O)c1nc2nc(C)cc(C)n2n1	2.5	-2.9	7.1	3.1	-49.3	2.5	1.6	-27.5	-5.0	-1.7
O=C(Nc1ccccc1)c1ccccc1Oc1ccc(C(F)(F)F)cc1[N+](=O)[O-]	-0.9	4.7	10.9	-5.0	-14.7	-18.0	2.0	-5.0	-7.1	1.2
Cc1ccc(NC(=O)Cc2nnc(SCC(=O)Nc3ccccc3)n2C)cc1	2.6	-0.1	-11.2	·	-5.6	-5.1	0.1	-19.1	2.9	-3.2
CCSc1nnc(-c2cc3c(s2)-c2ccccc2CC3)o1	-1.9	3.0	-55.3	·	-7.3	14.2	1.0	8.8	7.0	1.8
Cc1[nH]n(-c2ccc([N+](=O)[O-])cc2)c(=O)c1C=NCCN1CCN(C(=O)C(C)C)CC1	-6.0	-1.0	-0.4	0.2	-2.9	11.8	-0.9	15.7	-3.4	0.4

Entries of single compounds as entered above. Order of screens: HTR5A ag ctr	V-ATPase pH	PvdQ inh	Wnt act	dFosB activator	SR-BI HDL uptake	CDK5 p35 inh	HTR5A inv ctr	MITF TRPM1 HTS	NSD2 HMT inh
O=C(CN1CCN(Cc2ccccc2)CC1)NCC1COc2ccccc2O1 (stereo not drawn) as listed: -0.1	-3.5	-3.4	0.3	-11.6	-12.3	-4.0	0.2	2.5	4.7
CCOc1ccc(OC(=O)C(CCS(C)(=O)=O)N2C(=O)c3ccccc3C2=O)cc1 (stereo not drawn) as listed: -2.4	-1.1	-0.8	·	-11.2	-46.8	0.2	6.5	·	1.0
FC(F)(F)c1cccc(-c2ccn3ncnc3n2)c1 as listed: 7.3	2.0	-12.3	-0.5	0.2	0.9	0.6	0.6	2.9	2.8

Next structures:
SMILES	HTR5A ag ctr	V-ATPase pH	PvdQ inh	Wnt act	dFosB activator	SR-BI HDL uptake	CDK5 p35 inh	HTR5A inv ctr	MITF TRPM1 HTS	NSD2 HMT inh
C=CCn1c(CNC(=O)c2ccco2)nnc1SCC(=O)Nc1cccc(Br)c1	0.4	5.2	10.3	-4.3	-8.0	5.9	-2.2	11.5	-3.2	0.7
CC(NC(=O)c1cc(Br)ccc1Cl)c1ccccc1 (stereo not drawn)	1.6	3.8	4.3	-1.2	1.0	10.1	0.3	-4.6	5.1	-10.5
CC(=O)Nc1ccc(S(=O)(=O)Nc2cccc(-c3csc(C)n3)c2)cc1	7.5	-1.2	-12.5	-0.2	-13.9	-6.2	-2.6	1.7	-12.2	-0.6
O=C(CCNC(=O)c1ccc([N+](=O)[O-])cc1)NCc1ccccc1	4.7	1.6	-14.9	1.3	0.5	-4.4	-1.0	13.4	-3.0	-1.1
CN(CCc1nc2ccc(Cl)cc2[nH]1)Cc1nc(CC2CC2)no1	-2.6	-2.5	-6.7	0.5	0.6	·	-0.4	3.9	-6.7	0.4
C=CCn1c(SCC(=O)Nc2ccc(Cl)cn2)nnc1C1CC1	-1.8	4.3	-7.4	-2.4	0.0	-10.4	-1.9	0.0	8.3	0.7
CCC(C)N(CCNC(=O)c1ccc2c(c1)NC(=O)c1ccccc1S2)C1CCCCC1 (stereo not drawn)	4.9	1.0	-7.0	-5.1	-11.1	-8.9	-2.6	-18.3	-9.8	8.2
